# Bioassay records deposited in PubChem by University of Kansas High Throughput Screening Laboratory.
# mHTT-CaM PPI inh = mHTT-calmodulin interaction abrogation; P42858; AlphaScreen His-mHTT/GST-CaM binding, luminescence; inhibition, % at 15 µM; actives 3.6% (n = 190,000); AID 1671202;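 further: 0% = both proteins with DMSO and 100% = one protein alone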
# Pf apPOL inh = Pf-apPOL DNA polymerase inhibition; Recombinant Pf-apPOL, molecular beacon fluorescence, 1.5 h; inhibition, % at 10 µM; actives 0.25% (n = 210,000)
# * hit, by the source's call; · = not tested or not shown; & = joins results of further samples. No stated cut-off is given here; in the data, active means inhibition above about 50%; inactive means the rest.
# A first look:
Compound | mHTT-CaM PPI inh | Pf apPOL inh
O=C(Nc1c[nH]c(=O)[nH]c1=O)c1ccc2c(c1)C(=O)N(c1c[nH]c(=O)[nH]c1=O)C2=O | -4.0 | 4.8
CCOc1ccccc1NC(=S)NC1CC2CCC1C2 (stereo not drawn) | · | -2.7
CCCN1C(=O)CCc2cc(C(=O)NC(C)C)ccc21 | -2.3 | -2.5

# Main list (from the top)
Compound | mHTT-CaM PPI inh | Pf apPOL inh
O=C(Nc1c[nH]c(=O)[nH]c1=O)c1ccc2c(c1)C(=O)N(c1c[nH]c(=O)[nH]c1=O)C2=O | -4.0 | 4.8
CCOc1ccccc1NC(=S)NC1CC2CCC1C2 (stereo not drawn) | · | -2.7
CCCN1C(=O)CCc2cc(C(=O)NC(C)C)ccc21 | -2.3 | -2.5
Cc1ccc(NC(=O)N2CCn3cccc3C2C(C)C)cc1Cl (stereo not drawn) | 46.2 | -3.5
Cc1ccc(C)c(NC(=O)c2csc3c2CCCC3)c1 | -2.2 | -7.1
COc1ccc(-n2ncc3c(NCc4ccccn4)ncnc32)cc1 | 15.0 | -14.6
CC(C)(C)S(=O)(=O)c1ccc(N)nc1 | -7.4&-0.4 | -1.5
CCOc1ccc(NC(=O)c2cc3n(n2)C(C(F)(F)F)CC(c2ccco2)N3)cc1 (stereo not drawn) | 6.2 | -0.4
COc1ccccc1-c1cc(C(=O)NC(C)C)no1 | -2.0 | 0.4
O=C(Nc1ccccc1N1CCOCC1)c1ccccc1[N+](=O)[O-] | -0.3 | -2.5
CCOCC(=O)N1CCc2c(c(-c3nc(-c4ccccc4)no3)nn2C)C1 | 12.5 | -3.1
Cc1cc(C)nc(SCc2ccc(Br)cc2)n1 | -72.8 | 1.8
CCOc1ccc(C(=O)N2CCC3(CC2)NC(=O)N(Cc2ccc(C)cc2)C3=O)cc1 | 6.9 | -10.4
O=C1CSC(c2cccnc2)N1C1CCCCC1 (stereo not drawn) | 3.0 | -2.2
COc1ccc(C(=O)N2CCC(COCc3ccccc3)CC2)cc1 | 1.5 | -9.7
O=C1c2ccccc2C(=O)C1(CI)c1ccccc1 | -1.0 | 3.7
Cc1cc(OCC(O)CN2CCN(c3ccccn3)CC2)cc(C)c1Cl (stereo not drawn) | 40.3 | 0.1
O=C(NCCCN1CCN(c2ccc(F)cc2)CC1)C1CCCN(c2ccncc2)C1 (stereo not drawn) | -0.5 | 0.8
CCN(CC)CCCNC(=O)CSc1nc2nc(C)c(Cc3ccccc3)c(C)n2n1 | 5.0 | -1.6
CCOCCCNC(=O)c1cc2n(n1)CCCN(Cc1ccc(F)cc1)C2=O | -6.8 | 0.4
O=C(O)c1ccc2c(c1)C(=O)N(Cc1cccnc1)C2=O | -5.2 | -1.4
COc1ccc2oc(C)c(C(C)=O)c2c1 | -6.6 | 97.8*
O=C(Nc1cccc(Cl)c1)c1cc(-c2cccc(Cl)c2)on1 | -3.0 | -5.3
CC1(C)Cc2nc(N3CCCC3)c(C#N)cc2CO1 | -12.0 | -3.9
CN1CCCN(C(=O)c2ccc3ncnc(N4CCCCC4)c3c2)CC1 | -1.9 | -1.0
COc1ccc(C)c2sc(NS(=O)(=O)c3ccc(C)cc3)nc12 | 0.3 | -2.5
CCOC(=O)c1cnc2c(c(C)nn2C)c1Sc1ccc(C(F)(F)F)cn1 | · | -3.3&4.5
Cc1nc(C)c(CC(=O)NCc2cccnc2)s1 | -7.2 | -0.9
O=C(/C=C/c1ccco1)c1cccs1 | 79.2* | 11.2
COc1ccc(C2C(C(=O)Nc3ccc(C)cc3C)=C(C)Nc3ncnn32)c(OC)c1 (stereo not drawn) | 5.0 | 2.3
O=C(Nc1ccccc1Cl)NC12CC3CC(CC(C3)C1)C2 | -13.5 | -3.1
O=C1C(=Cc2ccccc2Br)Oc2cc(OC(=O)C3CC3)ccc21 | -0.1 | -7.2
CCCC(=O)N1CCN(c2ccc(C(=O)c3ccc(C)c(C)c3)cc2F)CC1 | 11.6 | -3.8
Cn1c(=O)c2c(nc(Br)n2CC(=O)c2ccccc2)n(C)c1=O | 0.0 | -3.9
COc1ccccc1CNC(=O)C1CCc2sc(C(=O)N3CCOCC3)cc2C1 (stereo not drawn) | 1.2 | 2.0
COc1ccc(NC(=O)C[C@H]2C(=O)N(c3ccc(OC)cc3)C[C@@H]2C)cc1 | 1.2 | -6.4
CN(C)C(=O)c1cc2c(s1)CCC(C(=O)NC1CCCCCC1)C2 (stereo not drawn) | -1.6 | -5.0
Cc1cc(=O)[nH]c(C23CC4CC(CC(C4)C2)C3)n1 | · | -7.4
Cc1ccc(C2C(C(=O)c3cccs3)=C(O)C(=O)N2CCCN(C)C)o1 (stereo not drawn) | -0.5 | 1.4
CC(C)N(CC#CCNC(=O)Cc1ccccc1Cl)C(C)C | -10.9 | -1.3
O=C(O)CCCN1C(=O)c2ccc(F)cc2C1=O | -1.0 | -2.1
Cc1cc(C(=O)O)c(S(C)(=O)=O)s1 | -2.9&5.1 | 2.2
CC(=O)N1CCN(c2cc(Oc3ccc(F)cc3F)ncn2)CC1 | 2.9 | -2.2
O=C(CN1CCC2(CC1)N=C(c1ccc(Cl)cc1)C(=O)N2)Nc1ccc(F)cc1 | -3.2 | -0.8
COc1cccc(-c2ncnn2-c2ccc(C)c(Cl)c2)c1OC | 6.0 | -3.3
CC(C)C(=O)Nc1ccc(C(=O)NCCNC(=O)c2cccs2)cc1 | -4.6 | 0.3
CCn1cc([N+](=O)[O-])c(C(=O)Nc2ccc(S(=O)(=O)Nc3ncccn3)cc2)n1 | 3.0 | 1.8
Cc1cc(NS(=O)(=O)c2ccc(NC(=O)c3oc4ccccc4c3C)cc2)nc(C)n1 | 10.7 | 4.3
O=C1CCCC2C3CCC[N+]4([O-])CCCC(CN12)C34 (stereo not drawn) | · | -10.6
c1ccc2c(c1)nc1c2ccc2[nH]onc21 | · | 23.4
COc1ccc(Oc2c(C)oc3cc(OCC#N)ccc3c2=O)cc1 | -4.0 | -9.7
COc1ccc2c(c1OC)C(=O)OC2CC(=O)c1ccc(F)cc1 (stereo not drawn) | -0.6 | -1.7
CCC1c2ccc(C)n2CCN1C(=O)Nc1cccc(Cl)c1C (stereo not drawn) | 0.6 | -0.3
COc1ccc(-n2nc3c(c2NC(=O)c2ccc(N4C(=O)CCC4=O)cc2)CSC3)cc1 | 36.6&7.0 | 8.5&-0.9
CCCc1nc2c(c(=O)n1CC(=O)NC(C)C)CCN(Cc1ccccc1)C2 | 2.6 | -7.4
CN1C(=O)C2CCCCN2c2ccc(C(=O)NCCc3ccccc3)cc21 (stereo not drawn) | 17.0 | -0.7
CNC(=O)c1sc(-c2cccc(F)c2)nc1C | -5.3 | -8.3
CC1(C)OC2OC(C(=O)Oc3ccc(Br)cc3)C3OC(C)(C)OC3C2O1 (stereo not drawn) | 1.7 | -10.8
COc1ccc(CC(=O)Nc2c3c(nn2-c2ccc(C)cc2)CSC3)cc1 | 12.0 | -1.3
CCc1ccc(NC(=O)c2cc(S(=O)(=O)N(C)C3CCCCC3)ccc2F)cc1 | -20.0 | -1.8

# Remaining list, next part:
Compound | mHTT-CaM PPI inh | Pf apPOL inh
Cn1cc(S(=O)(=O)CC(=O)Nc2ccc3c(c2)OCCO3)c2ccccc21 | 2.0 | -8.9
CCc1ccc(CNC(=O)C(=O)Nc2ccccc2F)cc1 | -4.0 | 69.8*
COc1ccccc1CN1C(=O)CN(C2CCCC2)C(=O)C1c1cccc(Br)c1 (stereo not drawn) | -5.0 | -9.4
Cc1ccc(C(C(=O)Nc2ccc(C(C)C)cc2)N(Cc2ccco2)C(=O)c2cnccn2)cc1 (stereo not drawn) | 69.0* | -8.6
COc1ccc(OC)c(C2C(C(=O)Nc3ccccc3F)=C(C)NC3=C2C(=O)CCC3)c1 (stereo not drawn) | 0.0 | 0.3
CC(=O)c1cccc(NC(=O)C2CCN(S(=O)(=O)c3ccc(Br)cc3)CC2)c1 | -1.7 | 1.8
CSc1nnc(-c2nn(C)c3c2CN(C(=O)c2ccc(Cl)cc2)CC3)n1C | 10.2 | 4.2
O=C(C1CCN(c2nc3cccnc3s2)CC1)N1CCN(c2ncccn2)CC1 | -5.2 | -0.1
Cn1nc(CN2CCOCC2)c2c1CCNC2 | -11.0 | -3.5
COc1cc([N+](=O)[O-])ccc1NC(=O)c1cccc(OCc2ccccc2)c1 | 7.8 | -1.0
COc1ccc(N2CCN3c4ccccc4CC(C(=O)N4CCOCC4)C3C2)cc1 (stereo not drawn) | 56.2* | -2.0
CCOc1ccc(-n2c(SC(C)C)nc3c(c2=O)SCC3)cc1 | -2.0 | 4.4
O=C(c1ccc(-n2nc(C(F)(F)F)c3c2CCCC3)cc1)N1CCC2(CC1)OCCO2 | 13.2 | -5.9
CN1CCN(CCCCSc2ccc(Cl)cc2)CC1 | -2.6 | -3.5
CCOc1ccc(NC(=O)Nc2ccc(Cl)cc2)cc1 | -4.1 | -1.1
Oc1ccc(Cl)cc1C1=NCCNC(C(F)(F)F)=C1 | -2.9 | ·
Cc1cc(C)c(S(=O)(=O)NC(C)Cn2cncn2)c(C)c1 (stereo not drawn) | -13.4 | 5.2
COc1ccc(C(=O)Nc2c3c(nn2C(C)(C)C)CSC3)cc1 | 23.0 | -1.6
Cc1cc(C)c2c(=O)[nH]sc2n1 | · | 0.6
COc1ccc(NC(=O)c2oc3ccc(S(=O)(=O)N4CCOCC4)cc3c2C)c(OC)c1 | 15.0 | -12.9
Cc1ccc(CN2CCc3nc(N4CCN(c5ccccc5F)CC4)ncc3C2)cc1 | 6.1 | 3.6
O=C(NCc1ccco1)N1CCC(c2cnn(-c3ccc(F)cc3)c2)CC1 | 14.3 | -0.3
Cc1ccc(C(=O)Nc2ccc3ncnc(N4CCCCC4)c3c2)c(C)c1 | 15.1 | -1.8
CC12OC(=N)C(C#N)(C1c1ccccc1)C(C#N)(C#N)C(c1ccccc1)O2 (stereo not drawn) | 11.0 | -4.9
COc1ccc(OC)c(NC(=O)c2c(NC(=O)c3ccccc3F)sc3c2CCCC3)c1 | -4.5 | -23.5
O=C(NN1C(=O)c2ccc([N+](=O)[O-])cc2C1=O)c1ccc(O)cc1 | -6.6 | -0.5
Cc1cc(NC(=O)Cc2ccc(F)cc2)sn1 | -12.7 | -3.4
Cc1cc(Cl)ccc1NC(=O)N1CC2CC(NS(=O)(=O)c3cccnc3)C1C2 (stereo not drawn) | 4.5 | -4.2
CC(=O)c1ccc(NC(=O)C2C3CC4C(OC(=O)C42)C3Cl)cc1 (stereo not drawn) | -0.9 | 0.8
COCC(=O)N1CCCC(C(=O)N2CCOCC2)C1 (stereo not drawn) | -5.3 | 3.8
COc1cc(C2NC(=S)NC(C)=C2C(=O)OC(C)(C)C)cc(OC)c1OC (stereo not drawn) | -2.1 | -6.8
O=[N+]([O-])c1ccc(CSc2ccccn2)cc1 | · | -0.4&1.1
O=c1[nH]c2ccc(S(=O)(=O)Nc3cccc(C(F)(F)F)c3)cc2[nH]1 | -11.1 | 0.6
O=C(NCCCNc1ccc([N+](=O)[O-])cc1)c1ccccc1F | 4.9 | -137.4
COc1ccc(C(=O)N2CCC(COc3ccc(C(=O)NC4CC4)cc3)CC2)cc1F | 7.2 | -4.7
O=C(c1cccc(OCC2CCCN(C(=O)C3CCC3)C2)c1)N1CCCCC1 (stereo not drawn) | 8.6 | -8.5
Cc1ccccc1OCC(O)Cn1c(C(C)C)nc2ccccc21 (stereo not drawn) | 12.8 | -10.4
O=C(Nc1ccncc1)c1ccc(Cl)cc1Cl | -11.4 | -21.2
Cn1c(O)c(C(=N)NC(=O)c2ccccc2)c(=O)n(C)c1=O | 0.0 | 0.4
CCOc1ccccc1C(=O)NCCn1nc(C)cc1C | -17.5 | 0.7
CC(=O)NCc1csc(C2CCN(C(=O)c3cccc(F)c3)CC2)n1 | -4.0 | -0.4
O=C(NC(C(=O)N1CCCCC1)C12CC3CC(CC(C3)C1)C2)c1ccc([N+](=O)[O-])cc1 (stereo not drawn) | -1.4 | 7.3
Cc1ccc(C(=O)N2CCC(c3nc(C(=O)N4CCOCC4)c(C)o3)CC2)cc1C | -6.2 | 0.6
COc1cc(/C=C2\C(=O)NC(=O)N(c3cccc(Br)c3)C2=O)c([N+](=O)[O-])cc1OC | 16.0 | 2.8
Cc1cccc(-n2c(C)nc3cc(C(=O)NCC4CCCO4)ccc32)c1 (stereo not drawn) | 4.0 | 32.1
CC(C)(C)S(=O)(=O)c1cccs1 | 1.4 | -2.3
O=C(O)c1ccc(N=Cc2cccs2)cc1 | · | 0.3
O=C(COc1ccc(Br)cc1)Nc1ccc([N+](=O)[O-])cc1 | 0.0 | 12.4
Cc1nc2sc(C(=O)c3ccc([N+](=O)[O-])cc3)c(N)c2c(C)c1C | -0.7 | -5.5
COc1cccc2cc(C(=O)Nc3ccccc3C)c(=N)oc12 | 5.0 | -3.4
O=C(c1ccccn1)N(CC1CCOC1)C1CC1 (stereo not drawn) | -11.3 | -6.1
CCS(=O)(=O)N1CCC(Nc2nccnc2OC)CC1 | 1.2 | -5.7
CC1(C)OC(=O)C(=Cc2c[nH]c3ccccc23)C(=O)O1 | 6.0 | -3.7&1.3
Cc1ccc(C(=O)Nc2ccccc2C(=O)NC(C)C)cc1[N+](=O)[O-] | 2.1 | -6.7
CCOC(CCNC(=O)c1cc(-c2ccc(Cl)s2)nc2ccccc12)OCC | -2.0 | 2.4

# Complete entries as entered above. Screens in order: mHTT-CaM PPI inh, Pf apPOL inh
# O=C(NN1C(=O)c2ccc([N+](=O)[O-])cc2C1=O)c1ccc(O)cc1 across the screens: -6.6, -0.5
# CCn1cc([N+](=O)[O-])c(C(=O)Nc2ccc(S(=O)(=O)Nc3ncccn3)cc2)n1 across the screens: 3.0, 1.8
# CC(=O)c1ccc(NC(=O)C2C3CC4C(OC(=O)C42)C3Cl)cc1 (stereo not drawn) across the screens: -0.9, 0.8
# Cc1nc(C)c(CC(=O)NCc2cccnc2)s1 across the screens: -7.2, -0.9
# Cc1ccc(C(C(=O)Nc2ccc(C(C)C)cc2)N(Cc2ccco2)C(=O)c2cnccn2)cc1 (stereo not drawn) across the screens: 69.0*, -8.6

# Random draw from the library; overall some 3.5% were active at least once.
